Bioassay records from PubChem.
PRC2 inh – inhibitors of human EZH2/PRC2 methyltransferase | Q15910 | PRC2 H3K27 methylation, DELFIA TRF, 1 h | inhibition, % at 12.5 µM | 57,000 compounds, 0.35% hits | AID 651548;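 active = mean inhibition of replicates at least 50% and every single replicate also reaching 50%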;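 note: dimethyl H3K27 on biotinylated H3 21-44 peptide detected by antibody; plate controls were median neutral control wells for no effect and median positive control wells for full effect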
IDH1 mut inh – blocks human IDH1 R132H reductase activity; 70,000 compounds, 0.18% hits; inhibition, % at 10 µM; diaphorase/resazurin fluorescence, 60 min; in the data active = inhibition above about 34%;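 note: 0% = DMSO and 100% = no enzyme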
Target sequence (O75874 whole entry R132H): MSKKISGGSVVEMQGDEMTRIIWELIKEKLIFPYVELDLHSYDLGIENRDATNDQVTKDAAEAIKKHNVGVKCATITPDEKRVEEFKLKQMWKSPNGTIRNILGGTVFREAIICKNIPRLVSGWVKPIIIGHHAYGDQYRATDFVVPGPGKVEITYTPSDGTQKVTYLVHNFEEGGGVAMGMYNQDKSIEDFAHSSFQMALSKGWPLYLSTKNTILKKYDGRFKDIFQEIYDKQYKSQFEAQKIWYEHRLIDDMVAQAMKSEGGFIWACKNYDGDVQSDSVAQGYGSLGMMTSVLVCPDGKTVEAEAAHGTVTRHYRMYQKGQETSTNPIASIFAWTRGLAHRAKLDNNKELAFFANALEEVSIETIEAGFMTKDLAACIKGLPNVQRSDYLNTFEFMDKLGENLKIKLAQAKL
The depositor's hits bear a star; nt = no result given. Not all compounds are listed (hit frequency here may not be typical).

cpd	smiles	PRC2 inh	IDH1 mut inh
1	Cc1cc(SCC(=O)Nc2ccc(SC(F)F)cc2)nc2ccccc12	5	0.3
2	Cc1ccc(N=C2NC(=O)CC(C(=O)Nc3ccc(Cl)cc3)S2)cc1C (stereo not given)	45	-0.6
3	C[C@H](CO)N1C[C@H](C)[C@H](CN(C)Cc2ccccn2)Oc2ncc(C#CCC3CCCC3)cc2C1=O	-4	2.3
4	COc1ccc(-c2ccc3c(c2)O[C@@H](CN(C)C(=O)Nc2ccccc2F)[C@@H](C)CN([C@H](C)CO)S3(=O)=O)cc1	2	0.0
5	CCC(=O)Nc1ccc2c(c1)OC[C@H](C)N(CCC(F)(F)F)C[C@H](C)[C@H](OC)CN(C)C2=O	-19	0.5
6	CCCC(=O)Nc1ccc2c(c1)OC[C@H](C)N(C(=O)c1cnccn1)C[C@@H](C)[C@@H](OC)CN(C)C2=O	0	-0.4
7	Cc1cc(C)c(S(=O)(=O)NCC(=O)Nc2cccc(Cl)c2Cl)c(C)c1	4	0.4
8	CC(C)NC(=O)N(C)C[C@H]1Oc2c(NC(=O)Nc3cccc4ccccc34)cccc2C(=O)N([C@@H](C)CO)C[C@@H]1C	-8	0.5
9	COCCNC(=O)C[C@H]1C[C@@H]2c3cc(NS(C)(=O)=O)ccc3O[C@@H]2[C@H](CO)O1	-9	0.0
10	COc1cccc(C#Cc2cnc3c(c2)C(=O)N([C@H](C)CO)C[C@H](C)[C@H](CN(C)C)O3)c1	nt	-0.2

Next records
cpd	smiles	PRC2 inh	IDH1 mut inh
11	O=C(O)C[C@@H]1C[C@@H]2c3cc(NC(=O)CC4CC4)ccc3O[C@@H]2[C@@H](CO)O1	-3	60*
12	Cc1noc(C)c1NC(=O)Nc1ccc2c(c1)C(=O)N([C@@H](C)CO)C[C@@H](C)[C@H](CN(C)CC1CCCCC1)O2	-1	0.8
13	C[C@H](CO)N1C[C@H](C)[C@H](CN(C)C(=O)Nc2ccccc2C(F)(F)F)OCc2cn(nn2)CCCC1=O	6	nt
14	Cc1ccc(S(=O)(=O)Nc2ccc3c(c2)CC(=O)N([C@H](C)CO)C[C@@H](C)[C@H](CN(C)Cc2ccc4c(c2)OCO4)O3)cc1	-1	-1.1
15	COc1ccc(CN(C)C[C@H]2OCCCC[C@@H](C)Oc3ccc(N(C)C)cc3C(=O)N([C@H](C)CO)C[C@@H]2C)cc1	-10	-2.1
16	COCC(=O)N(C)C[C@@H]1Oc2cc(C#CC3CCCC3)ccc2S(=O)(=O)N([C@H](C)CO)C[C@H]1C	-11	nt
17	CCCNC(=O)C[C@H]1C[C@H]2c3cc(NC(=O)C4CCC4)ccc3O[C@H]2[C@H](CO)O1	9	0.4
18	C[C@H]1CN([C@@H](C)CO)C(=O)c2c(c3ccccc3n2C)-c2ccccc2CO[C@@H]1CN(C)S(=O)(=O)c1ccc(F)cc1	-73	nt
19	COc1ccc(NC(=O)Nc2ccc3c(c2)C(=O)N([C@H](C)CO)C[C@@H](C)[C@H](CN(C)C(=O)c2ccccc2)OCCCC[C@@H](C)O3)cc1	nt	0.5
20	C[C@H]1CN([C@@H](C)CO)C(=O)Cc2cc(NC(=O)NC3CCCCC3)ccc2O[C@@H]1CN(C)C(=O)Nc1ccccc1	5	1.7

Following part:
cpd	smiles	PRC2 inh	IDH1 mut inh
21	C[C@@H]1CN([C@@H](C)CO)C(=O)Cc2cc(NC(=O)Cc3cn(C)c4ccccc34)ccc2O[C@H]1CN(C)Cc1ccccc1	-42	-0.2
22	C[C@H]1CN([C@@H](C)CO)C(=O)c2cc(C3=CCCCC3)cnc2O[C@@H]1CN(C)CC1CCOCC1	31	0.3
23	C[C@@H]1CN([C@H](C)CO)C(=O)c2cc(N(C)C)ccc2O[C@@H](C)CCCCO[C@H]1CN(C)S(=O)(=O)c1cn(C)cn1	1	-10.0
24	C/C=C/c1ccc2c(c1)O[C@@H](CN(C)C(=O)Nc1cc(F)ccc1F)[C@@H](C)CN([C@@H](C)CO)S2(=O)=O	nt	-0.1
25	CCS(=O)(=O)Nc1ccc2c(c1)C(=O)N(C)C[C@H](OC)[C@@H](C)CN(C(=O)c1ccc3c(c1)OCO3)[C@H](C)CO2	5	0.0
26	C[C@@H]1CN([C@H](C)CO)C(=O)c2cc(NC(=O)c3ccncc3)ccc2O[C@H]1CN(C)Cc1ccc(C(F)(F)F)cc1	-12	0.8
27	Cc1noc(C)c1S(=O)(=O)N(C)C[C@@H]1Oc2ccc(NS(=O)(=O)c3cccs3)cc2CC(=O)N([C@H](C)CO)C[C@H]1C	nt	-1.3
28	COc1ccccc1NC(=O)N(C)C[C@@H]1Oc2ncc(Br)cc2C(=O)N([C@@H](C)CO)C[C@H]1C	-8	nt
29	CC(=O)Nc1c(O)nc(SCC(=O)N(c2ccccc2)c2ccccc2)[nH]c1=O	8	-0.1
30	CO[C@@H]1CN(C)C(=O)c2cc(NC(C)=O)ccc2OC[C@H](C)N(Cc2ccc(F)cc2)C[C@H]1C	-1	0.4

A draw from above in order of SMILES length, largest number first.
cpd	smiles	PRC2 inh	IDH1 mut inh
23	C[C@@H]1CN([C@H](C)CO)C(=O)c2cc(N(C)C)ccc2O[C@@H](C)CCCCO[C@H]1CN(C)S(=O)(=O)c1cn(C)cn1	1	-10.0
26	C[C@@H]1CN([C@H](C)CO)C(=O)c2cc(NC(=O)c3ccncc3)ccc2O[C@H]1CN(C)Cc1ccc(C(F)(F)F)cc1	-12	0.8
24	C/C=C/c1ccc2c(c1)O[C@@H](CN(C)C(=O)Nc1cc(F)ccc1F)[C@@H](C)CN([C@@H](C)CO)S2(=O)=O	nt	-0.1
30	CO[C@@H]1CN(C)C(=O)c2cc(NC(C)=O)ccc2OC[C@H](C)N(Cc2ccc(F)cc2)C[C@H]1C	-1	0.4

Following part:
cpd	smiles	PRC2 inh	IDH1 mut inh
31	Cc1cc(C(=O)Nc2cccc3c2O[C@@H](CN(C)Cc2ccc(C(=O)O)cc2)[C@@H](C)CN([C@H](C)CO)C3=O)n(C)n1	nt	1.1
32	CO[C@H]1CN(C)C(=O)c2ccc(NC(C)=O)cc2OC[C@@H](C)N(Cc2cc(F)ccc2F)C[C@@H]1C	-14	0.3
33	COc1ccc(NC(=O)Nc2ccc3c(c2)C(=O)N([C@@H](C)CO)C[C@@H](C)[C@@H](CN(C)Cc2ccc(C(F)(F)F)cc2)OCCCC[C@@H](C)O3)cc1	nt	-0.1
34	C[C@H](CO)N1C[C@H](C)[C@@H](CN(C)S(=O)(=O)c2cn(C)cn2)OCCCC[C@H](C)Oc2ccc(NC(=O)C3CCCCC3)cc2C1=O	nt	0.8
35	CO[C@H]1CN(C)C(=O)c2ccc(NC(C)=O)cc2OC[C@H](C)N(C(=O)c2cnccn2)C[C@H]1C	5	0.0
36	Cc1noc(C)c1NC(=O)N(C)C[C@H]1Oc2ccc(NC(=O)Cn3cnnn3)cc2CC(=O)N([C@@H](C)CO)C[C@@H]1C	nt	-1.6
37	CCc1cccc(C)c1NC(=O)COc1ccc(NC(C)=O)cc1	0	0.3
38	Cc1ccsc1/C=N/NC(=O)c1ccc(C(=O)NO)cc1	2	nt
39	Cc1cc(C)c(-c2cc(C(F)(F)F)no2)c(=O)[nH]1	-4	-0.2
40	Cc1ccc(S(=O)(=O)N(C)C[C@H]2Oc3ncc(-c4ccncc4)cc3C(=O)N([C@H](C)CO)C[C@@H]2C)cc1	nt	-5.6

(list continues)
cpd	smiles	PRC2 inh	IDH1 mut inh
41	CO[C@@H](CN(C)S(=O)(=O)c1ccc(F)cc1)[C@@H](C)CN([C@H](C)CO)S(=O)(=O)c1cccc(Cl)c1	19	-0.6
42	CCOC(=O)c1cc2c(c(-c3cccc(-c4cccc(OC)c4)c3)n1)[C@H](CCO)N(S(=O)C(C)(C)C)C2 (stereo not given in full)	10	-0.4
43	CCCNC(=O)C[C@H]1C[C@@H]2c3cc(NC(=O)c4cccnc4)ccc3O[C@@H]2[C@H](CO)O1	-3	-0.3
44	C[C@H](CO)N1C[C@H](C)[C@H](CN(C)S(=O)(=O)c2ccc(F)cc2)Oc2ccc(NC(=O)CCC(F)(F)F)cc2CC1=O	-2	nt
45	O=C1CC(C(=O)Nc2ccc(O)c(C(=O)O)c2)C(c2ccccc2)O1 (stereo not given)	-8	0.3
46	OCc1cc2c(cn1)[nH]c1ccccc12	11	-0.2
47	O=C(CCn1cnc2ccccc2c1=O)Nc1cccc(Cl)c1Cl	9	0.0
48	C[C@H]1CCCCO[C@H](CN(C)C(=O)Nc2ccc3c(c2)OCO3)[C@@H](C)CN([C@@H](C)CO)C(=O)c2cc(NC(=O)C3CCCCC3)ccc2O1	nt	-1.4
49	C/C=C/c1cnc2c(c1)C(=O)N([C@H](C)CO)C[C@@H](C)[C@H](CN(C)C(=O)Nc1c(C)noc1C)O2	nt	0.1
50	C[C@@H]1CN([C@H](C)CO)C(=O)c2cc(NC(=O)Cc3ccccc3)ccc2O[C@@H](C)CCCCO[C@H]1CN(C)Cc1ccc(Cl)c(Cl)c1	nt	3.2

In the list so far, 3 have an NH in an aromatic ring:
cpd	smiles	PRC2 inh	IDH1 mut inh
29	CC(=O)Nc1c(O)nc(SCC(=O)N(c2ccccc2)c2ccccc2)[nH]c1=O	8	-0.1
39	Cc1cc(C)c(-c2cc(C(F)(F)F)no2)c(=O)[nH]1	-4	-0.2
46	OCc1cc2c(cn1)[nH]c1ccccc12	11	-0.2

(continued)
cpd	smiles	PRC2 inh	IDH1 mut inh
51	CC(C)NC(=O)N(C)C[C@H]1Oc2ccc(NS(C)(=O)=O)cc2CC(=O)N([C@H](C)CO)C[C@H]1C	-3	nt
52	CCC(=O)N[C@H]1CC[C@H](CCn2cc(CN(C)C)nn2)O[C@H]1CO	12	0.1
53	COc1ccc(S(=O)(=O)Nc2ccc3c(c2)CC(=O)N([C@@H](C)CO)C[C@H](C)[C@@H](CN(C)S(=O)(=O)c2ccc(F)cc2)O3)cc1	nt	-2.4
54	CCOC(=O)C1=CC[C@@H](c2ccccc2)[C@@]12CC/C(=C\c1ccccc1)C2=O	31	nt
55	NCC[C@@H]1CC[C@H](NC(=O)NC2CCCCC2)[C@H](CO)O1	2	0.2
56	C[C@H]1CN([C@@H](C)CO)S(=O)(=O)c2ccc(-c3cccnc3)cc2O[C@H]1CN(C)C(=O)CC1CC1	3	-3.7
57	CC(=O)c1ccc(NC(=O)c2ccc(CSc3ccccn3)cc2)cc1	2	0.5
58	C[C@H](CO)N1C[C@H](C)[C@@H](CN(C)C(=O)NC2CCCCC2)Oc2c(NS(C)(=O)=O)cccc2C1=O	-5	1.1
59	Cc1noc(C)c1NC(=O)Nc1cccc2c1O[C@@H](CN(C)Cc1ccc(C(F)(F)F)cc1)[C@@H](C)CN([C@@H](C)CO)C2=O	-1	1.7
60	CO[C@@H]1CN(C)C(=O)c2cc(NS(C)(=O)=O)ccc2OC[C@H](C)N(C(=O)NC(C)C)C[C@@H]1C	-1	nt

The list continues:
cpd	smiles	PRC2 inh	IDH1 mut inh
61	C[C@@H]1CN([C@@H](C)CO)C(=O)c2cc(NC(=O)Nc3ccc(C(F)(F)F)cc3)ccc2O[C@@H](C)CCCCO[C@@H]1CN(C)S(=O)(=O)c1ccc(F)cc1	nt	-1.2
62	CC(=O)NC1=NN(C(C)=O)C(/C=C/c2ccccc2)S1 (stereo not given)	-3	-0.8
63	CNC[C@@H]1OCCCC[C@H](C)Oc2ccc(NS(=O)(=O)c3cn(C)cn3)cc2C(=O)N([C@@H](C)CO)C[C@H]1C	nt	6.7
64	O=C(C[C@@H]1C[C@@H]2c3cc(NS(=O)(=O)c4ccc(F)cc4)ccc3O[C@@H]2[C@H](CO)O1)NCc1ccccc1	4	0.1
65	O=P(O)(C1Cc2ccccc2C1)C(O)c1ccco1 (stereo not given)	-16	-0.2
66	COc1ccc(S(=O)(=O)N(C)C[C@H]2OCCCC[C@@H](C)Oc3ccc(N(C)C)cc3C(=O)N([C@H](C)CO)C[C@@H]2C)cc1	5	nt
67	COc1ccccc1CN1C[C@H](C)[C@@H](OC)CN(C)C(=O)c2ccc(NC(C)=O)cc2OC[C@H]1C	13	0.3
68	Cc1noc(C)c1S(=O)(=O)N(C)C[C@H]1Oc2c(NC(=O)C3CCOCC3)cccc2C(=O)N([C@@H](C)CO)C[C@H]1C	nt	4.5
69	C[C@H]1CN([C@@H](C)CO)C(=O)Cc2cc(NC(=O)Nc3ccc(C(F)(F)F)cc3)ccc2O[C@@H]1CN(C)Cc1ccc(-c2ccccc2)cc1	nt	0.2
70	C[C@H](CO)N1C[C@H](C)[C@@H](CN(C)C(=O)Nc2ccccc2)Oc2ccc(NS(=O)(=O)c3ccc(Cl)cc3)cc2C1=O	0	-3.0

Additional results.
cpd	smiles	PRC2 inh	IDH1 mut inh
71	C[C@H](CO)N1C[C@H](C)[C@@H](CN(C)C(=O)NC2CCCCC2)Oc2ccc(NS(=O)(=O)c3ccc(Cl)cc3)cc2C1=O	22	0.5
72	Cc1ccc(S(=O)(=O)N(C)C[C@@H]2OCCCC[C@H](C)Oc3ccc(NS(=O)(=O)c4c(C)noc4C)cc3C(=O)N([C@H](C)CO)C[C@H]2C)cc1	nt	1.1
73	COc1ccc(-n2c(SCC(=O)N3CCOCC3)nnc2-c2ccc(Cl)cc2)cc1	5	-0.3
74	COCC(=O)N(C)C[C@H]1Oc2ncc(-c3cccc(OC)c3)cc2C(=O)N([C@@H](C)CO)C[C@H]1C	nt	-0.5
75	C/C=C/c1ccc2c(c1)O[C@H](CN(C)C(=O)Nc1ccc(OC)cc1)[C@H](C)CN([C@H](C)CO)S2(=O)=O	2	-2.3
76	C[C@@H]1CN([C@H](C)CO)C(=O)c2cc(NS(=O)(=O)c3ccc(Cl)cc3)ccc2O[C@H]1CN(C)C(=O)Nc1ccccc1	18	nt
77	CO[C@@H]1CN(C)C(=O)c2cc(NC(=O)Nc3ccccc3F)ccc2OC[C@H](C)N(C(C)=O)C[C@@H]1C	11	-0.3
78	C[C@H]1CN([C@@H](C)CO)C(=O)c2cc(-c3cncnc3)cnc2O[C@H]1CN(C)CC1CCOCC1	nt	0.0
79	C[C@H](CO)N1C[C@H](C)[C@H](CN(C)C(=O)c2cnccn2)Oc2ncc(-c3cccc(C#N)c3)cc2C1=O	-2	-0.2
